S1P1 ag-PAM = agonists and agonism potentiators of human S1P1 receptor; S1P1 CRE-bla cells, forskolin, beta-lactamase FRET, potentiator mode; S1P1 agonist co-added at EC20, 2 nM; 100% = saturating reference agonist, 0% = basal; activation, % at 9.5 µM; actives 0.57% (n = 56,000); P21453;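 active = activation above a cutoff set at the mean activation of all tested compounds plus 3 SD, cut at about 54% in these data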;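 also: forskolin at 4 µM as EC80 and the EC20 agonist is SEW2871; 100% = SEW2871 at its EC100 plus forskolin at EC80; some compounds past the cut are filed as inactive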
S1P3 ag = activates the human S1P3 receptor; Q99500; S1P3 NFAT-BLA reporter cells, agonism, FRET ratio; relative to 1 µM S1P, basal subtracted; activation, % at 4.5 µM; actives 0.1% (n = 60,000); AID 373;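 active = activation above the screen-wide mean plus 3 SD, cut at about 4.5% in these data, passing the limit was not always enough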; also: some compounds called inactive have numbers as strong as hits
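Assay system: stable CHO line with human S1P3, Gα16, NFAT-BLA reporter; Detection: FRET β-lactamase substrate fluorescence, excitation 405 nm, 460/535 nm emission ratio, background-subtracted; Read-out: percent activation versus median 1 µM S1P response, basal-subtracted, per plate; Incubation: cells plated overnight, compound 4 h 37 °C, substrate 2 h RT.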
HTR1E antagonist = 5-HT1E (human) receptor antagonism; P28566; CHO 5-HT1E Ga15 NFAT-bla reporter, FRET, antagonist; inhibition, % at 6 µM; actives 0.99% (n = 65,000); AID 571;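 active = inhibition above a set limit, the mean inhibition across every tested compound plus 3 SD, cut at about 29% in these data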;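 also: signal is the 460 over 535 nm emission ratio of beta-lactamase substrate; 0% = agonist plus DMSO wells and 100% = wells without agonist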
Target sequence (P28566 whole entry, looked up): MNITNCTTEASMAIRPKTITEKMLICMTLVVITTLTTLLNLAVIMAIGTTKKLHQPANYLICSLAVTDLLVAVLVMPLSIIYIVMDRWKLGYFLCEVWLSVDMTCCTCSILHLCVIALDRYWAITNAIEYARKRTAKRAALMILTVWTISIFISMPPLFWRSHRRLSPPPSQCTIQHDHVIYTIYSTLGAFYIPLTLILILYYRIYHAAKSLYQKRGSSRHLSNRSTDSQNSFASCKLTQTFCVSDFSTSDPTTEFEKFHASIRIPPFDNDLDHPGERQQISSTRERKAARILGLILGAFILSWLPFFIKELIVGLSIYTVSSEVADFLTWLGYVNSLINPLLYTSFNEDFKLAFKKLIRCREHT
Jurkat tox 60K = cytotoxic compounds reducing Jurkat cell viability; actives 1.2% (n = 56,000); AID 463; Jurkat E6.1 viability, ATP luminescence, 48 h; inhibition, % at 4 µM;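 active = inhibition above the mean inhibition of all tested compounds plus 3 SD, cut at about 28% in these data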
HTR1A agonist = agonists of human 5-HT1a serotonin receptor; P08908; CHO 5-HT1a Ga15 NFAT-bla reporter, FRET ratio; 0% basal, 100% maximal reference agonist; activation, % at 10 µM; actives 0.56% (n = 65,000); AID 567;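 active = activation above the screen-wide mean activation plus 3 SD, cut at about 19% in these data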;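 also: 0% = DMSO wells and 100% = 5-CT at EC100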
Target sequence (P08908 whole entry, looked up): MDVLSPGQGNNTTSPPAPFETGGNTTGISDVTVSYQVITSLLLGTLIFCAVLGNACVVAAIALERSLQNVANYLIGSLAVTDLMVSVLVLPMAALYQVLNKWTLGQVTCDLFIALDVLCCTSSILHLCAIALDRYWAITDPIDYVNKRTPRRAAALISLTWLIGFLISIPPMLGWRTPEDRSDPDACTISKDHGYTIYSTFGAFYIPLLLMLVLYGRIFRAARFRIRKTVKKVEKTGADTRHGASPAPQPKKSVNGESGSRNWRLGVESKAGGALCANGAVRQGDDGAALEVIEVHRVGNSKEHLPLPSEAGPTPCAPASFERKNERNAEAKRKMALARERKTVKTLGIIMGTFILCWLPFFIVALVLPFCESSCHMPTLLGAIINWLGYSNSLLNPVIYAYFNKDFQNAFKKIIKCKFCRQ
HTR1E agonist = 5-HT1E (human) receptor agonism. P28566. CHO 5-HT1E Ga15 NFAT-bla reporter, FRET; 0% DMSO wells, 100% control agonist wells. activation, % at 6 µM. actives 0.69% (n = 65,000);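 active = activation above a set limit, the screen-wide mean activation plus 3 SD, cut at about 8.5% in these data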;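 also: 100% = positive control agonist at 1 µM giving full maximal response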
5-HT1A blocker = 5-HT1a (human) receptor antagonism. P08908. CHO 5-HT1a Ga15 NFAT-bla reporter, antagonist mode. inhibition, % at 10 µM. actives 0.68% (n = 62,000). AID 612;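 active = inhibition above the mean of all tested compounds plus 3 SD, cut at about 43% in these data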;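 also: receptor stimulated by 5-CT agonist at 100 nM near EC80; beta-lactamase reporter measured by ratiometric fluorescence of a cleavable substrate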
M1 antagonist = M1 muscarinic receptor (rat) antagonism | P08482 | CHO-M1 cells, Fluo-4 calcium, ACh EC80 antagonist mode; stronger effect = lower value | B-score at 10 µM | actives 3.4% (n = 64,000) | AID 628;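 active = calcium fluorescence response, raw or row-and-column corrected B-score, differing from the plate sample mean either way at a set confidence level, mostly lower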
M1 agonist = agonists of M1 muscarinic receptor | CHO-M1 cells, Fluo-4 calcium fluorescence, agonist mode; stronger effect = higher value | B-score at 10 µM | actives 3% (n = 64,000);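 active = fluorescence rise, raw or as B-score row- and column-corrected plate score, outside the 99.7% band of its plate's samples, either direction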
* = called active by the depositor; · = no result given. Outcome played no part in choosing rows; any-hit rate near 8.9%.

SMILES	S1P1 ag-PAM	S1P3 ag	HTR1E antagonist	Jurkat tox 60K	HTR1A agonist	HTR1E agonist	5-HT1A blocker	M1 antagonist	M1 agonist
C=CCNC(=O)c1ccc(OC)cc1OC	·	-0.6	9	7	-3.2	-1.2	16	0	0.89
COc1cccc(-c2noc(N)c2C#N)c1	8	0.1	0	-7	0.6	-0.2	-13	1.2	0.69
CCCn1c(=O)c2ccccc2n2c(SCN3C(=O)c4ccccc4C3=O)nnc12	-18	-0.6	1	6	-2.3	-0.3	11	0.053	1.7
CCc1nnc(NC(=O)CSc2nnc(CNc3ccc(Cl)cc3)o2)s1	1	-0.6	5	4	-2.9	0.4	2	1.2	-0.072
Cc1noc(C)c1CSCC(=O)OCC(=O)N1CC(=O)Nc2ccccc21	·	·	-1	·	2.6	-1.0	11	0.043	-0.51
COc1ccc(OCc2nnc3n2N=C(c2ccc(OC)cc2)CS3)cc1	-6	-0.7	21	4	1.1	0.0	8	0.082	1.3
CCN1CCN(Cc2c(O)ccc3c(=O)c(-c4ccc(OC)c(OC)c4)c(C(F)(F)F)oc23)CC1	-27	-1.3	1	0	-2.4	-0.6	4	0.35	-0.71
Cc1ccc(-c2nn(C)c(=O)c3ccccc23)cc1CN1CCOCC1	-21	-1.5	-2	·	2.8	-0.8	·	-0.44	-0.94
O=C(O)c1ccc(N2CCCCCC2)c(N2C(=O)c3ccccc3C2=O)c1	-3	-1.1	-8	-10	3.2	0.2	7	0.21	0.023
Cn1c(Cn2cnc3ccccc32)nnc1SCC(=O)CC(=O)Nc1ccccc1	4	-1.5	-14	-5	-2.0	-0.3	-21	-0.047	-1.2
O=C(CN1C(=O)NC2(CCCCCC2)C1=O)c1ccc2c(c1)OCCO2	-6	-0.7	-11	-4	0.1	1.9	-9	1.2	-0.75
Cc1occc1-c1nnc(SCC(=O)N2CCOCC2)n1CCc1ccccc1	3	0.1	2	0	1.8	0.5	4	0.24	0.51
CCOc1cc(N2CCOCC2)c(OCC)cc1NC(=O)CCS(=O)(=O)c1ccc(Cl)cc1	16	-0.6	0	-4	-3.2	0.1	-13	0.53	0.85
Cc1ccc(-c2nn(-c3ccccc3)cc2C(=O)N2CCOCC2)cc1	·	-0.3	6	7	0.3	0.8	3	·	·
Cc1ccc(Nc2nc(Oc3ccc(=O)[nH]n3)nc(N(C)C)n2)cc1	·	-0.3	19	-1	0.4	-0.8	13	0.35	0.051
CS(=O)(=O)Nc1cccc(C(=O)CC2(O)C(=O)Nc3ccc(Br)cc32)c1 (configuration not stated)	13	-1.3	17	8	-3.0	-1.4	5	0.17	0.016
Cc1cccn2c(=O)c3cc(C(=O)NCc4ccco4)c(=N)n(C(C)C)c3nc12	·	·	-3	·	4.9	1.5	-9	-2	1
CCN1C(=O)c2ccccc2S(=O)c2ccc(C(=O)NCCCN3CCCC3=O)cc21 (configuration not stated)	-6	-0.4	30*	-10	-0.2	-1.3	9	-0.7	0.14
Cc1coc(C)c1C(=O)CC1(O)C(=O)Nc2cc(Cl)cc(Cl)c21 (configuration not stated)	0	-1.0	-5	1	-0.5	-0.5	4	·	·
O=c1c2ccccc2nc2n1-c1ccccc1CCC2	·	-0.5	-7	-3	-1.4	0.8	0	0.85	0
CC(=O)N1CCN=C1SCc1ccc(F)cc1	-8	0.0	-4	-3	0.4	0.7	-4	-1.7	-0.7
COc1ccc(-n2ncc3c(N4CCN(c5cc(C)ccc5C)CC4)ncnc32)cc1	-31	0.4	-3	0	-0.1	-0.8	-2	1.2	-0.81
O=C(Nc1ccc(Br)c(Cl)c1)c1ccco1	·	-0.7	17	-1	-2.5	0.2	27	-0.48	-1.7
O=C(CN1C(=O)C2(OCCO2)c2ccccc21)c1ccc(F)cc1	·	·	5	·	-0.6	-0.3	16	0.94	-0.0037
COc1cc(NS(=O)(=O)c2cccc3nsnc23)c(C(=O)O)cc1OC	-7	0.5	-5	-6	0.6	0.5	-5	-0.038	0.81
Cc1cccc(NC(=O)CCn2nc(C)cc2C)c1	-2	-0.6	5	-8	-2.3	-0.6	9	0.54	-0.023
Cn1c(=O)[nH]c(=O)c2c1nc(SCCN1CCCCC1)n2Cc1ccccc1	6	-0.9	10	-2	-2.3	-0.2	7	-3.8*	0.0092
COc1ccc(CC(=O)Nc2nncs2)cc1OC	5	0.1	-5	3	-0.8	-0.8	3	1	-0.2
COc1ccc(N(CC(=O)O)S(=O)(=O)c2cccnc2)cc1	-39	0.4	2	-12	-4.3	-0.9	-2	0.032	-0.49
Clc1ccccc1-c1nnc2sc(-c3ccncc3)nn12	-4	-0.6	12	-4	-0.5	-0.2	11	0.68	0.022
COc1ccc(Cl)cc1Nc1cc(C)nc2nc(C)nn12	-28	-1.4	-7	4	2.8	-0.3	9	0.22	-0.78
COc1cc(C2/C(=C(\O)c3cc(C)ccc3C)C(=O)C(=O)N2CCN(C)C)ccc1O (configuration not stated)	·	·	3	·	0.5	1.3	-9	0.42	0.99
CCOC(=O)CSc1nnc(-c2ccc(S(=O)(=O)N3CCC(C)CC3)cc2)o1	-17	0.1	-14	-5	-0.5	0.4	-13	-0.48	-0.39
CCCN1C(=O)NC2(O)C(=O)c3ccccc3C12O (configuration not stated)	-6	-0.3	-9	-6	-4.3	-1.3	2	-0.0064	-0.75
Cn1cc(Cl)c(C(=O)N2CCN(c3ncccn3)CC2)n1	-36	-0.1	-7	0	-5.3	0.1	-11	0.78	0.41
CC(C)(C)Nc1c(N)c(=O)oc2ccccc12	9	-1.9	1	-4	-1.9	0.6	-4	0.16	0.37
Cc1ccc(C(C)NC(=O)c2ccco2)cc1C (configuration not stated)	-8	-0.5	10	-3	-0.4	-0.9	7	0.044	-0.073
CCOc1ccc(S(=O)(=O)Nc2ccc(Cl)cn2)c(C)c1C	43	-1.0	-3	-2	-0.1	-0.7	14	0.0044	0.024
COc1ccc(OCC(O)Cn2c(=N)n(Cc3ccccc3)c3ccccc32)cc1 (configuration not stated)	9	-1.3	12	12	-3.4	-1.7	48*	0.49	0.022
CCn1cc(C2=NOC(C(=O)Nc3ccc4c(c3)OCO4)C2)c(C)n1 (configuration not stated)	5	-1.0	7	7	-2.1	-0.7	-6	1.2	-1.7
COc1ccc(N(C(=O)Cn2nnc3ccccc32)C(C(=O)NCc2ccco2)c2ccc(C)o2)cc1 (configuration not stated)	17	-1.5	-2	4	-4.8	-0.4	11	0.94	-0.017
CCC(=NC(CC)CO)C1=C(O)CC(C)(C)CC1=O (configuration not stated)	-18	-5.2	-10	·	-2.2	0.2	·	0.64	0.31
c1nc(NCC2(N3CCOCC3)CCCCC2)c2ccsc2n1	·	·	-10	·	1.3	1.5	0	0.013	0.3
Cc1cccc(-n2c(SCc3cc(=O)n4ccsc4n3)nc3ccccc32)c1	-82	0.5	28	8	0.5	-1.1	10	0.05	-0.35
CC(C)NCc1c(O)c(Br)cc2oc3c(c12)CCCC3	-1	-3.0	-1	·	-1.5	-0.6	·	0.38	0.58
Cc1ccc(S(=O)(=O)N2CCOCC2)cc1C(=O)N1CCOCC1	·	·	-7	·	-0.3	-0.1	-1	-0.27	-0.066
CC(=O)c1cccc(NC(=O)c2ccc(Br)o2)c1	-6	-2.0	7	12	0.7	0.4	10	1.3	-0.59
CCOC(=O)c1c(CN2CCCCC2)oc2ccc(O)cc12	-6	1.1	14	-2	-0.4	1.8	-4	-0.78	1.3
COc1cc(-c2nc3n(n2)C(c2ccc(F)cc2)C2=C(CCCC2=O)N3)cc(OC)c1OC (configuration not stated)	-36	0.2	20	4	1.6	0.2	-4	-0.65	2.5
Cc1ccc(S(=O)(=O)N2Cc3ccccc3CC2C(=O)Nn2cnnc2)cc1 (configuration not stated)	5	-1.2	-8	5	-1.3	-1.2	6	-0.13	-0.26
Continuation:
SMILES	S1P1 ag-PAM	S1P3 ag	HTR1E antagonist	Jurkat tox 60K	HTR1A agonist	HTR1E agonist	5-HT1A blocker	M1 antagonist	M1 agonist
CN1CCN(S(=O)(=O)c2ccc(NC(=O)C3CCCO3)cc2)CC1 (configuration not stated)	-16	-0.3	8	2	-0.1	0.3	0	-0.066	-0.9
COc1ccccc1NC(=O)C1(C)Cc2ccccc2C(=O)O1 (configuration not stated)	-3	1.2	-4	-10	-3.1	0.3	-6	-0.13	-0.23
C1=C(CCNc2nnnn2-c2ccccc2)CCCC1	9	-0.5	14	0	-0.8	-1.0	20	0.016	-0.065
CCOC(=O)N1CCN(C(=O)c2ccc(CS(=O)(=O)c3ccc(OC)cc3)o2)CC1	5	-0.5	-7	-4	-0.3	-0.1	-7	-0.04	-1.1
Cc1cccn2c(=O)c(C=NCc3ccccc3)c(NCCO)nc12	-23	-1.2	3	0	-3.8	-0.2	9	0.17	-1
O=C(Cn1nc(-c2ccccc2)c2ccccc2c1=O)Nc1ccc2c(c1)nc1n2CCOC1	6	-1.0	4	2	-0.8	-0.4	9	0.44	-0.81
CC1CCC(NC(=O)c2cc3c(=O)n(C)c4ccccc4c3n2C)CC1 (configuration not stated)	-9	-1.5	-2	1	-1.0	-0.9	-4	-0.19	3.7*
O=C(Nc1ccc(N2CCN(C(=O)c3ccco3)CC2)cc1)c1cccc(F)c1	3	-1.3	1	1	1.3	1.1	8	-0.027	0.38
COc1ccc(CN(CC(=O)NCC2CCCO2)C(=O)CCC(=O)Nc2cc(C)ccn2)cc1 (configuration not stated)	11	-0.7	-8	-6	-1.9	0.6	-1	·	·
CCNC(=O)CN(c1ccc(C)cc1)S(=O)(=O)c1ccc(SC)cc1	-29	0.0	-5	0	-3.4	0.7	-12	0.73	0.42
O=C(Nc1ccccc1N1CCN(c2ccc(F)cc2)CC1)C1CCCCC1	9	-1.1	-2	-1	0.1	0.1	13	-0.9	-0.096
Cc1cc(COc2ccccc2OCc2cc(C)no2)on1	-4	-1.5	16	1	-0.4	-0.8	18	0.11	0.17
COc1ccc(OC)c(NC(=O)CSc2nnc(CNc3ccc(F)cc3)o2)c1	-1	-1.1	5	2	-1.3	-1.4	10	0.45	-0.68
O=C(NCCN1CCOCC1)c1cccc(Cl)c1	·	-0.4	10	2	-4.6	-0.1	-14	0.074	-0.0035
CCCCC(=O)Nc1sc2c(c1C(N)=O)CCC2	-3	0.0	2	-7	0.7	-0.3	-18	0.65	0.9
CCN(CC)C(=O)CSc1nc2ccccc2c(=O)n1-c1ccccc1OC	-10	-0.5	6	-6	4.0	0.7	0	0.45	0.86
CC(C)CNS(=O)(=O)c1ccc(OCC(=O)Nc2ccc3c(c2)OCO3)c(Cl)c1	·	-0.7	-8	4	4.0	-0.4	1	0.14	-0.23
O=C(OCc1nc2ccccc2s1)c1cccc(S(=O)(=O)N2CCOCC2)c1	-11	0.1	-8	-5	4.3	-0.6	2	0.7	-0.076
O=C(Nc1c(C(=O)N2CCOCC2)cnn1-c1ccccc1)c1ccccc1	-13	-1.1	-7	1	0.0	-0.1	-1	-1.2	-0.24
COCCNc1oc(-c2ccc(C)cc2)nc1C#N	6	-1.9	-8	·	-3.8	0.2	·	0.28	-0.29
C=CCOC(=O)c1[nH]c2c(c1C)C(=O)CC(c1cc(OC)c(OC)c(OC)c1)C2 (configuration not stated)	55	-2.3	23	43*	0.8	0.9	19	0.16	3.3*
